Bioassay records: PubChem, several laboratories
T cell HTS – T cell immune modulators affecting CD8 T cell-vesicle binding; 2C CD8+ T cell-vesicle binding, flow cytometry; hits give low values; calls only at 7 µM; 0.068% of 330,000 active;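 active = response, share of CD8 T cells binding vesicles, and their 90th percentile fluorescence all below set limits, cut at about 80% in these data, passing the limit was not always enough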
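Material: murine 2C transgenic CD8+ T lymphocytes / Also added: QL9-peptide-loaded Drosophila micro-vesicles bearing Ld, ICAM-1 and B7-1 / Schedule: binding step 1.5 h, 37 °C, antibody labelling 20 min, ice / Signal: flow cytometry, PE anti-B7-1 (FL2) versus Alexa647 anti-CD8 (FL8), PFA-fixed / Evaluation: percent CD8+ FL2 mean versus row control / Benchmarks: naked versus QL9-loaded vesicles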
Yfh1-depleted yeast – mitochondrial function rescue without frataxin homolog – Friedreich's ataxia, plus single-dose screen, dose response (AID 1465) | S. cerevisiae Yfh1-off respiration, WST-1 reduction, 72 h; higher fold induction means a stronger effect | fold induction at 50 µM; hits with a dose series show EC50 in µM | 0.074% of 220,000 active;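 active = fold induction of absorbance versus untreated yeast above a set limit, then at least 30% activation at any dose in follow-up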;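 also: activators that raise dye reduction in frataxin-depleted yeast; strong numbers were not always called active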
M17LAP inhibition – P. falciparum M17LAP inhibitors, primary screen, biochemical, fluorogenic H-Leu-NHMec substrate, 1536-well (AID 1619). recombinant M17LAP, H-Leu-NHMec fluorogenic kinetic assay; higher % means a stronger effect. 0.38% of 220,000 active. inhibition, % at 30 µM; hits with a dose series show IC50 in µM;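 active = compound inhibiting the enzyme by more than half at any dose during confirmatory dose-response retesting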;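 also: plate controls were full reaction with DMSO carrier for no effect and no enzyme background for full effect; strong numbers were not always called active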
Dynein transport – dynein cargo transport inhibition; AID 1381; z-score, hits read low; 0.47% of 220,000 active; 3617.4 mouse cells, GR-EGFP nuclear translocation imaging; test concentration mostly 20 µM; stimulated with dexamethasone, 1 µM; hits give low values;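 active = plate z-score of nuclear minus cytoplasmic receptor signal below a set negative limit, without overly bright fluorescence or cell loss, cut at about -3.5 in these data, passing the limit was not always enough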;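 also: z-score of nuclear minus cytoplasmic ring GR-EGFP intensity difference per well; some compounds called inactive have numbers as strong as hits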
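Medium: Induction medium lacking tetracycline, stripped serum | Probe or stimulus: 1.0 µM final dexamethasone stimulus | Schedule: 48 h induction, then 1 h compound, then 30 min agonist, 37 °C | Signal: Automated 10x imaging of fixed Hoechst-stained cells | Evaluation: Per-cell GR-EGFP intensity, nucleus versus surrounding cytoplasmic ring, well-averaged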
P. falciparum M1AAP – malaria alanyl aminopeptidase activity blockers – biochemical, fluorogenic H-Leu-NHMec substrate, 1536-well (AID 1445). 0.42% of 220,000 active. inhibition, % at 30 µM, or IC50 in µM where a hit was titrated. recombinant M1AAP, H-Leu-NHMec fluorogenic kinetic assay; higher % means a stronger effect;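 active = primary inhibition above the hit cutoff, then over 50% inhibition at one or more dose response concentrations, cut at about 23% in these data, passing the limit was not always enough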;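 also: plate controls were DMSO full reaction for no effect and no enzyme background for full effect; strong numbers were not always called active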
MT stabilize HCS – stabilizes microtubules in HeLa cells; % tubulin-high responders, % at 10 µM; 0.83% of 200,000 active; AID 2205; HeLa tubulin immunostaining HCS, 24 h; share of cells brighter than vehicle mean+2SD;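 active = plate Z-score above 3 for both tubulin-high and condensed-nucleus cell shares, with cell loss under 80%, at 10 µM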;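 also: anti alpha tubulin signal scored within the nucleus-defined area of each cell; some results filed as inactive read as strong as hits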
Autophagy HCS – modulators of autophagy | MEF GFP-LC3 puncta imaging; test concentration mostly 10 µM | calls only at 10 µM (by protocol) | 0.98% of 190,000 active | AID 463193;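 active = percentage of spot-positive cells more than 3 SD above its plate mean, without a fluorescence outlier flag or 80% toxicity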;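 also: spot-positive cell cutoff set from DMSO-treated cells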
WT yeast gro inh – growth inhibition of WT yeast, mitochondrial fusion screen; inhibition, % at 10 µM; mitochondrial fusion phenotypic screen, WT strain; 2.1% of 190,000 active; in the data active = inhibition above about 58%; tested in S. cerevisiae
bCat nuc transl – beta-catenin nuclear translocation modulation. HeLa beta-catenin nuclear translocation, immunofluorescence imaging. nuclear translocation activity, % at 5 µM. 0.3% of 190,000 active. AID 1665;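 active = nuclear translocation activity above 50% at 5 µM, with a well cell count of 50 or more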;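 also: per-cell ratio of nuclear to cytoplasmic median beta-catenin stain intensity; plate controls were DMSO negative control for no effect and GSK-3 inhibitor IX positive control for full effect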
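Test system: HeLa cells, endogenous beta-catenin; Compound: single 5 µM dose plus 0.02–20 µM confirmation series; Times: compound exposure 24 h at 37°C; Signal: fluorescence imaging of beta-catenin antibody stain plus DAPI; Read-out: % activation, nuclear-to-cytoplasmic median beta-catenin signal ratio per cell.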
WT yeast gro inh mutant strain – also measured in WT yeast gro inh; calls as there; inhibition, %; mitochondrial fusion phenotypic screen, mutant strain inhibition
Dynein transport cytoplasmic EGFP – further read-out of Dynein transport, marked with its call; z-score; measured here: cytoplasmic GR-EGFP intensity; hits give high values
Dynein transport nuclear GR-EGFP – second read-out of Dynein transport, no call of its own (marks repeat the call); z-score; measured here: nuclear GR-EGFP intensity;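 lower value marks the stronger effect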
Dynein transport cell count – further read-out of Dynein transport, marked with its call; z-score; measured here: cell count per field
bCat nuc transl cell count 5 µM – recorded beside bCat nuc transl, whose call it bears; cell count; measured here: cell count, cytotoxicity flag
T cell HTS vesicle-bound % – second read-out of T cell HTS, no call of its own (marks repeat the call); double positive events, %; measured here: CD8+ vesicle-bound cell fraction;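 binding gate set so that unloaded-vesicle control wells show 10% double positive cells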
MT stabilize HCS Hoechst-high % – second read-out of MT stabilize HCS, no call of its own (marks repeat the call); % Hoechst-high responders; measured here: nuclear condensation Hoechst responders;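 share of cells brighter than vehicle mean plus two SD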
MT stabilize HCS cytotoxicity % – also measured in MT stabilize HCS; calls as there; toxicity, %; measured here: cytotoxicity by cell density;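 0% = mean cell density of plate MIN control wells and 100% = no cells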
Autophagy HCS cell loss 18 h – also measured in Autophagy HCS; calls as there; toxicity, %; measured here: cell loss, nuclei count;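 cell loss after 18 h compound exposure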
Starred values were filed as active, the others as inactive; i = inactive; . = no result given.

SMILES	T cell HTS	T cell HTS vesicle-bound %	Yfh1-depleted yeast	M17LAP inhibition	Dynein transport	Dynein transport cytoplasmic EGFP	Dynein transport nuclear GR-EGFP	Dynein transport cell count	P. falciparum M1AAP	MT stabilize HCS	MT stabilize HCS Hoechst-high %	MT stabilize HCS cytotoxicity %	Autophagy HCS	Autophagy HCS cell loss 18 h	WT yeast gro inh	WT yeast gro inh mutant strain	bCat nuc transl	bCat nuc transl cell count 5 µM
CCOC(=O)c1nn(-c2ccc(F)cc2)c(C)c1C(C)=O	i	52	i	-7%	0.81	-0.26	0.69	1.5	-3%	1.1	1.2	7.5	i	0	-4	-6	-5.5	1156
O=C(CCOc1ccccc1)Nc1ccccc1	i	45	i	16%	-0.79	-0.2	-0.98	-0.073	0%	2.9	1.9	3.5	i	-4	14	16	0.0	1415
Cc1ccc(NNC(=O)c2cc(C)on2)c(C)c1	i	45	i	-2%	2.4	-0.19	0.95	-1.8	1%	.	.	.	.	.	.	.	0.1	1385
CC1=Nn2c(nc(-c3ccccc3)c2-c2ccccc2)N(CC(N)=O)C(=O)C1	i	60	i	19%	-0.66	-0.18	-0.31	0.47	-1%	4.4	4.4	7.9	i	4	2	-3	-1.9	1208
c1ccc(N=C(c2cccs2)N2CCOCC2)cc1	i	31	i	24%	0.77	-0.25	0.39	0.55	9%	3.3	2.4	5.8	i	-7	-18	-13	-2.7	519
CC(C)Oc1ccc(C2CC(=O)N(c3ccccc3)C2=O)cc1 (stereo unspecified)	i	40	i	1%	-0.36	-0.27	-0.095	0.87	-1%	1.6	1.8	5.9	i	-4	-3	7	-11	1152
CC(=O)c1c(C)n([O-])c2cc(F)c(F)cc2[n+]1=O	i	22	i	35%	-3.2	0.24	-1.8	0.73	8%	16	2.3	25	i	6	-91	-22	-0.7	1072
C/C(Cc1ccccc1)=N\NC(=O)CNC(=O)c1cccc(Br)c1	i	34	i	0%	-0.96	-0.29	-0.92	1	0%	1.0	4.9	3.1	i	7	-7	2	.	.
CN(Cc1cnn(C)c1)C(=O)CC1C(=O)NCCN1Cc1cccc(Oc2ccccc2)c1 (stereo unspecified)	i	26	i	2%	-0.33	-0.23	-0.05	0.13	4%	.	.	.	.	.	.	.	-0.5	1326
Cc1cccc(NC(=O)C(=O)N/N=C/c2ccncc2)c1	i	57	i	8%	1	-0.25	0.95	-1.3	11%	2.2	2.4	7.4	i	-5	-7	9	-2.2	1061
COc1ccc(CNC(=O)COC(=O)c2cc(-c3ccco3)nc3ccccc23)cc1	.	.	.	8%	-0.76	-0.098	-0.37	0.23	16%	2.3	1.4	9.0	i	-1	-5	8	.	.
O=C(CN1C(=O)CC(c2ccccc2)S(=O)(=O)c2ccccc21)N1CCCCC1 (stereo unspecified)	i	30	i	-5%	2.3	-0.12	1.3	-1.2	15%	4.1	1.8	9.4	i	22	9	8	-1.6	1113
C/C(Cn1cnc([N+](=O)[O-])n1)=N\NC(=O)c1ccc(O)cc1O	i	39	i	16%	-0.21	-0.22	-0.05	1.2	5%	3.2	1.6	12	i	0	4	2	1.2	1031
O=C1OCCC1Sc1nnc(-c2ccco2)n1-c1ccccc1 (stereo unspecified)	i	50	i	4%	-1	-0.2	-0.7	1.2	3%	1.8	1.6	9.4	i	5	-14	-7	-1.1	1075
NS(=O)(=O)c1cccnc1Nc1cccc(Cl)c1Cl	i	58	i	4%	-0.76	-0.26	-0.17	-0.21	2%	2.5	1.2	3.1	i	-4	-4	5	-0.2	1049
O=C1C2CCCN2C(c2cccc(Br)c2)N1c1ccc(F)cc1 (stereo unspecified)	i	57	i	3%	0.16	-0.19	0.35	-0.13	-1%	4.7	2.1	7.9	i	3	-7	0	-6.5	1104
CCOC(=O)N1CCN(CC(O)c2ccc3cc[nH]c3c2)CC1 (stereo unspecified)	i	31	i	-15%	0.21	-0.17	0.42	-0.3	7%	5.8	1.7	4.6	i	-1	-1	-1	.	.
COc1ccccc1NC1=CC(=O)CC(c2ccccc2)C1 (stereo unspecified)	i	51	i	-8%	-0.38	-0.28	-0.3	-0.15	1%	17	57	55	i	25	-3	-18	29	768
COc1ccccc1-n1c(SCc2cc(=O)oc3cc(O)ccc23)nc2ccccc2c1=O	i	13	i	-3%	-0.65	-0.23	-0.58	1	12%	2.6	2.9	5.5	i	2	1	-2	13	719
COCCNCC(=O)NCC12CC3CC(CC(C3)C1)C2	i	38	i	0%	-0.73	-0.37	-0.27	0.92	4%	1.4	1.3	3.0	i	-4	11	25	.	.
COc1ccc(-c2nc3n(n2)C(=O)CC(c2ccco2)S3)cc1 (stereo unspecified)	.	.	i	52%	-0.65	-0.26	0.27	0.44	6%	2.3	2.9	4.0	i	4	-8	-7	2.2	468
Clc1ccc(CSc2nnc(-c3sccc3-n3cccc3)o2)cc1	i	14	i	-16%	-0.41	-0.2	-0.75	0.38	3%	2.9	2.5	7.1	i	-15	50	2	.	.
CC(=O)OCC1(C)CN(c2ccccc2)N(C(C)=O)C1=O (stereo unspecified)	i	44	i	-3%	0.78	-0.28	0.69	-0.89	3%	5.9	1.9	9.4	i	-1	8	1	-0.1	1128
Cc1ccc(NC(=O)COC(=O)CCC(=O)c2cccs2)cc1C	i	44	i	-4%	0.95	0.48	1.7	-1.5	-4%	3.8	2.5	24	i	-22	8	12	-3.1	1008
Cc1cccc(-n2nc(C)c3c2NC2=C(C(=O)CCC2)C3c2ccccn2)c1 (stereo unspecified)	i	60	i	3%	-0.082	-0.34	0.21	0.57	5%	3.0	2.8	1.5	i	-2	15	10	-1.1	1112
COc1cc(OC)c(NC(=O)Nc2ccc(OC)c(OC)c2)cc1Cl	i	47	i	14%	0.48	-0.27	-0.11	-0.49	-7%	3.0	2.1	4.5	i	-4	-5	-66	.	.
CC(=O)c1c(C)c2c(n1CCN(C)C)CCCC2	i	45	i	-6%	-0.39	-0.24	-0.26	0.58	8%	1.6	1.2	9.5	i	-3	0	-2	.	.
CC(C(=O)NCc1ccc2c(c1)OCO2)N(c1ccccc1)S(C)(=O)=O (stereo unspecified)	i	10	i	5%	0.33	-0.12	0.54	-0.22	-1%	4.1	2.6	17	i	30	-16	-24	-6.2	994
O=C(NNC(=O)c1ccc2c(c1)OCO2)NC12CC3CC(CC(C3)C1)C2	i	51	i	8%	-0.53	-0.26	-0.29	0.62	1%	5.1	1.8	6.0	i	-7	3	-9	-2.9	1140
CCC(=O)Nc1cccc(NC(=O)CSc2nnc(C(C)C)n2CC)c1	i	24	i	-6%	-1.1	-0.2	-0.34	-0.037	-5%	2.7	1.2	2.4	i	7	-3	3	1.1	1161
Cc1cc(NC(=O)COC(=O)COc2ccc3c4c(c(=O)oc3c2)CCC4)no1	i	21	i	1%	0.73	-0.37	0.28	-0.54	0%	8.5	1.5	10	i	20	-6	5	-0.6	1108
COc1ccc(C(=O)C2C(c3ccc(-c4ccccc4[N+](=O)[O-])o3)NC(=O)NC2(O)C(F)(F)F)cc1 (stereo unspecified)	i	17	i	7%	-0.73	-0.21	-0.51	0.22	5%	4.0	1.6	12	i	-13	-3	-2	-1.7	1114
COC(=O)c1cccc(NS(C)(=O)=O)c1C	i	43	i	9%	0.42	-0.2	0.33	0.35	7%	3.1	1.4	6.8	i	-6	-7	0	-3.2	1402
NC(=O)c1ccccc1N/C=C1\CCCCC1=O	i	57	i	2%	-0.28	-0.31	-0.27	0.92	10%	6.2	1.0	4.5	i	-3	10	1	-0.4	1091
CCN1CCCc2cc(CN(CCN3CCOCC3)C(=S)Nc3cccc(OC)c3)ccc21	i	25	i	-3%	-0.47	-0.24	0.53	-0.14	3%	3.5	2.4	3.2	i	0	19	19	-0.8	1025
O=C(CCc1ccc(Oc2cc([N+](=O)[O-])cc([N+](=O)[O-])c2)cc1)N1CCCCCC1	i	29	i	10%	0.015	-0.32	-0.3	0.44	7%	2.4	3.1	9.8	i	-7	66*	37*	-4.4	1102
Cc1cccc(S(=O)(=O)Nc2nc3ccccc3nc2NCc2ccc3c(c2)OCO3)c1	i	36	.	7%	-0.69	-0.23	-0.55	0.47	5%	5.2	3.6	3.0	i	26	-10	-4	0.2	946
CCN(CC)S(=O)(=O)c1ccc(Cl)c(NC(=O)COC(=O)c2cc(-c3ccccc3Cl)nc3ccccc23)c1	i	38	i	-3%	-0.29	-0.28	-0.3	0.072	4%	4.1	2.6	4.5	i	-4	-15	-6	-3.4	515
